High-throughput results from PubChem BioAssay.
Ecoli viability = E. coli V3065 growth inhibition, primary screen, counter-screen for AddAB inhibitor project, absorbance, OD600. 18 h. inhibition, % at 11.9 µM. hit rate 0.27% among 330,000. AID 449728, 2010;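 active means inhibition above the campaign's mean inhibition across all tested compounds plus 3 SD, cut at about 9.9% in these data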;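 further: uninfected addAB+ strain grown without phage in ampicillin broth; 0% = DMSO wells and 100% = ciprofloxacin 0.95 µg/ml wells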
AddAB inh = growth inhibition of E. coli expressing H. pylori AddAB, primary screen, AddAB inhibitor project, absorbance | hit rate 0.29% among 330,000 | inhibition, % at 11.9 µM | AID 435030, 2010; in the data active means inhibition above about 12%;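 further: 0% = vehicle wells of infected cells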
PvdQ inh = P. aeruginosa PvdQ acylase inhibitors, primary screen, biochemical, fluorescence, plate reader and imaging, single point; purified PvdQ acylase; inhibition, % at 10 µM; hit rate 0.063% among 340,000; in the data active means inhibition above about 30%, passing the limit was not always enough;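 further: 0% = vehicle neutral wells and 100% = reference inhibitor wells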
DAGLB inhibitor = DAGLB lipase inhibitors, primary screen, biochemical, fluorescence, HTS | Diacylglycerol lipase-beta (Homo sapiens), Q8NCG7 | HEK293T DAGLB membrane lysate, EnzChek fluorogenic substrate | inhibition, % at 5.17 µM | hit rate 0.059% among 340,000; in the data active means inhibition above about 34%;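 further: 0% = enzyme with vehicle and 100% = wells lacking enzyme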
Target sequence (Q8NCG7 whole entry, looked up): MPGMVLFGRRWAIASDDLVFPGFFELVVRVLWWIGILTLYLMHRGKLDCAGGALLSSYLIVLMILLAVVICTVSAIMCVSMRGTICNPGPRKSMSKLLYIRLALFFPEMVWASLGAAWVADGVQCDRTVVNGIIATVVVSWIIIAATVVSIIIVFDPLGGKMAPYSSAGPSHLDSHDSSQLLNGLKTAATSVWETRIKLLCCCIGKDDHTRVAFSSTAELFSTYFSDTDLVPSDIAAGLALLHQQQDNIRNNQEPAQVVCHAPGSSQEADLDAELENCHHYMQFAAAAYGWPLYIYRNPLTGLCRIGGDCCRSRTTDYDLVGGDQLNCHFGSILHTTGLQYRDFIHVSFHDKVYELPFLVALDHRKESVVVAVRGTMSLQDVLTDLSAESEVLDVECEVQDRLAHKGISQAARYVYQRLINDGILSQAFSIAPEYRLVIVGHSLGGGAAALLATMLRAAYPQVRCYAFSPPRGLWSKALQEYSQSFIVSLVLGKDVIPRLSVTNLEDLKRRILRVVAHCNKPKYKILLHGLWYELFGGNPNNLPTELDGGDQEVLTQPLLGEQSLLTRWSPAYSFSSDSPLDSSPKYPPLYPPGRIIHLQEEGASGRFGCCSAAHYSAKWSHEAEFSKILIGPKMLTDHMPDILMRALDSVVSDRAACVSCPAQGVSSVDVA
PfHsp90 yeast 2 = growth inhibition of PfHsp90-expressing yeast, primary screen, antimalarial PfHsp90 inhibitor project, S. cerevisiae, BacTiter-Glo luminescence, single point, set 2. AID 504621, 2011. hit rate 0.32% among 310,000. inhibition, % at 9.4 µM. BacTiter-Glo ATP, 48 h; yeast lacking PDR1 and PDR3 efflux regulators;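 active means every replicate shows inhibition above about 80%, whatever the replicate mean, limit read from the data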;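 further: 0% = DMSO neutral controls and 100% = 20 µM radicicol positive controls; yeast relying on Plasmodium falciparum Hsp90 in place of its own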
CAL PDZ FP = CAL PDZ peptide-binding inhibitors, primary screen, biochemical, fluorescence polarization, Cer-tagged CAL PDZ, HTS | Golgi-associated PDZ and coiled-coil motif-containing protein (Homo sapiens), Q9HD26 | purified CAL PDZ, TMR-peptide fluorescence polarization, 1 h | inhibition, % at 20 µM | hit rate 0.02% among 330,000;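 active means highest replicate inhibition of at least 40%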;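 further: plate controls were DMSO neutral control wells for no effect and unlabeled competitor peptide control wells for full effect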
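Assay system – tagged CAL PDZ protein CerCALP, purified · Timing – 1 h at RT · Compound – single point, 20 µM · Measured by – fluorescence polarization from S- and P-plane intensities, G-factor corrected · Evaluation – inhibition from polarization loss · Probe or stimulus – TMR reporter peptide T*-PRC34 · Buffer or medium – pH 7.4 phosphate-saline buffer, reducing agent, detergent, IgG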
phage Ecoli inh = growth loss of phage-infected E. coli, primary screen, RecBCD inhibitor project, absorbance, with phage, HTS. inhibition, % at 11.9 µM. hit rate 0.26% among 360,000. AID 651602, 2012; in the data active means inhibition above about 11%
Rtt109 HAT inh = inhibitors of C. albicans Rtt109/Vps75 HAT, primary screen, biochemical, ThioGlo CoA-SH fluorescence, plate reader; Histone acetyltransferase RTT109 (Candida albicans (strain SC5314 / ATCC MYA-2876)), …; purified Rtt109/Vps75, 4 h; inhibition, % at 34.9 µM; hit rate 0.16% among 330,000; AID 540336, 2011;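 active means inhibition of at least 50% in every replicate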
Target sequence (Q5AAJ8 whole entry, looked up): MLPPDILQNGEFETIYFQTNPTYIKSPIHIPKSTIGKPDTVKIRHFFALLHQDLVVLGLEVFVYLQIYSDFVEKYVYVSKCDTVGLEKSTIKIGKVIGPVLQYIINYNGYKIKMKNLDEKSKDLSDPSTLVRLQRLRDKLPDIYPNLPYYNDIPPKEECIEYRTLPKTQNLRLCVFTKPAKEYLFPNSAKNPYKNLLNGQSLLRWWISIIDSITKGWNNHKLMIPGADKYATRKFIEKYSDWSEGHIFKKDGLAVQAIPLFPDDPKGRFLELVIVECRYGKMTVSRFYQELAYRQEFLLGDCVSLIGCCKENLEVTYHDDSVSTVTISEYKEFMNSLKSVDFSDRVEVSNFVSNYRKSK
Tat transport = E. coli Tat export inhibitors, primary screen, MC4100, TorA-mCherry reporter, fluorescence, single point. inhibition, % at 10 µM. hit rate 0.036% among 340,000;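 active means mean replicate inhibition at least 50% and at least half of replicates individually reaching 50%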;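 further: exported cargo escapes ClpAP degradation while cytoplasmic cargo is degraded and loses fluorescence; 0% = median of neutral control wells and 100% = median of NaSCN control wells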
Wnt act = Wnt/beta-catenin pathway activators, primary screen, cell-based, plate reader, single point; AID 743398, 2014; Wnt/beta-catenin reporter cell assay, activator; hit rate 1.2% among 300,000; activation, % at 9.35 µM; in the data active means activation above about 30%, passing the limit was not always enough;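 further: 0% = neutral control wells and 100% = positive control wells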
Active calls of the source: *; . = not tested or not shown.

Order of values: Ecoli viability, AddAB inh, PvdQ inh, DAGLB inhibitor, PfHsp90 yeast 2, CAL PDZ FP, phage Ecoli inh, Rtt109 HAT inh, Tat transport, Wnt act
CCCc1ccc2oc(C(=O)NCCN3CCCC(C(N)=O)C3)c(C)c2c1 (stereo unspecified)
    -1.6, 2.2, -28, -3, -13, -2.2, 0.5, 8, 0, -2
CCOC(=O)Cc1csc(NC(=O)CSc2nnnn2-c2ccc(C)c(C)c2)n1
    0.3, 1.6, 3, -3, -8, -1.5, 1.8, 1, 2, -4
Cc1ccc(CCNC(=O)C2CCCN(S(=O)(=O)N3CC(C)CC(C)C3)C2)cc1 (stereo unspecified)
    -2.5, -1.0, -2, -4, -10, -1.9, 1.0, -3, -4, -1
CC(=O)c1ccc(S(=O)(=O)N(C)CCCC(=O)NCc2ccc3c(c2)OCO3)cc1
    ., ., 3, 3, ., -1.0, 5.8, -8, 11, -1
O=C(CCCN1C(=O)c2cccc3cccc(c23)C1=O)N1CCN(c2ccccc2O)CC1
    -1.1, -2.9, -19, 0, -9, -1.1, 3.4, 5, -1, -3
O=C(O)c1cccc(NS(=O)(=O)c2ccc3c(c2)OCCCO3)c1
    0.3, 3.2, -12, 1, ., -0.1, 1.9, 3, 3, 1
COCCNC(=O)[C@H]1N2C(=O)c3c(ccc(OC)c3OC)C2SC1(C)C (stereo partly specified)
    0.0, 0.7, -6, 0, 17, 0.1, -1.8, 4, 3, -2
COc1cccc(CC(=O)Nc2cc(S(=O)(=O)N3CCOCC3)ccc2N2CCOCC2)c1
    1.1, -0.2, -2, 0, -3, 0.3, -0.3, 3, 3, 0
COc1ccccc1CNC(=O)CN(C)S(=O)(=O)c1ccc2c(c1)c(=O)n(C)c(=O)n2C
    -2.5, -1.3, 4, 0, 9, -2.6, 2.9, 9, -6, 0
CN1C(=O)C2ON(c3ccccc3)C(c3cccs3)C2C1=O (stereo unspecified)
    0.4, 2.1, -11, 2, 6, -4.4, 3.0, 3, -1, -7
O=C1N=C(N2CCCC2)CN1c1ccccc1
    -2.3, -2.0, -10, 1, -16, -0.5, -2.4, -4, -5, -3
COc1ccc(OC)c([C@@H]2OCCC=C[C@H]2C)c1
    1.8, 4.6, -14, -1, 7, 0.3, 3.3, -5, -1, -1
Cc1nc2sc(C(c3ccco3)N3CCN(c4cccc(Cl)c4)CC3)c(O)n2n1 (stereo unspecified)
    -0.7, 1.5, -8, 8, -3, -1.1, -0.5, -9, -2, 2
CC(/C=C/c1ccccc1)=N/NC(=O)Cn1nnc(N)n1
    1.2, 0.9, ., ., ., ., 1.6, ., ., -2
CCN(CC)c1ncnc2c1cnn2C
    -1.2, -0.9, -2, 2, 0, -3.1, 2.7, ., 1, .
Cc1ccc(NC(=O)c2cc(S(=O)(=O)N3CCCCC3)cs2)cc1
    -1.3, 3.0, 4, -5, -14, -2.8, 1.8, ., 0, -3
COc1cccc(NC(=O)Nc2cc(C(=O)O)ccc2C)c1
    0.8, 0.8, -2, 3, -14, -0.4, 4.0, -2, 9, 0
O=C(CSc1nnnn1-c1ccccc1)N1CCCc2ccccc21
    -0.8, 0.2, -4, -7, -18, -2.2, 0.8, 1, -1, 7
Cc1ccc(CNC(=O)c2cc3c(=O)n(C)c4ccccc4c3n2C)o1
    -0.7, 0.0, 2, -2, ., -0.2, 2.4, -4, -1, 0
COc1ccc(C(=O)c2c3ccc([N+](=O)[O-])cc3[n+]([O-])n2CCCN)cc1
    9.9*, 12, -14, 3, -17, 1.0, 4.9, 1, 13, 10
c1cc(Nc2cccc3nccnc23)c2nccnc2c1
    -1.8, 0.8, -14, 5, 25, 3.6, 2.8, -9, -6, 0
S=C(NCc1ccco1)N/N=C/c1cccnc1
    0.6, 0.6, -19, -3, 3, 0.4, 2.9, 0, 0, -1
CCN(CC(=O)NC1CCS(=O)(=O)C1)S(=O)(=O)c1ccc(Cl)c(C(F)(F)F)c1 (stereo unspecified)
    ., ., -4, 2, ., -1.4, -0.1, -9, -9, -1
COC(=O)c1ccc(CN2CCN(CCC(C)C)C(CCO)C2)cc1 (stereo unspecified)
    -0.6, 2.2, -12, 0, 9, -1.3, 3.3, 0, 2, -4
CCn1c(C)c(C)c2cc(C(=O)NCCc3ccco3)ccc21
    1.1, 0.5, 9, -5, 11, -2.8, 0.7, 12, -2, -4
Fc1ccccc1/C=N/n1c(-c2cccnc2)n[nH]c1=S
    -0.1, 2.3, -6, 1, 0, -1.0, 2.5, 9, -8, 0
Cn1c(OCc2cccnc2)nc2c1c(=O)n(Cc1ccc(Br)cc1)c(=O)n2C
    84*, 23*, -5, 2, ., -2.4, 2.1, -1, -2, -9
CN(CCNC(=O)C1CCN(S(=O)(=O)N2CCOCC2)CC1)CCc1ccccc1
    1.2, 0.2, 8, 3, 3, -0.5, 2.5, 3, 5, .
CC1CCCN(C(=O)CN(C)S(=O)(=O)c2cccc3nsnc23)C1 (stereo unspecified)
    0.9, 3.5, -15, -2, -9, -1.9, -1.2, 2, -2, 2
CC(=O)c1ccc(NC(=S)N2CCN(c3ccccn3)CC2)cc1
    2.8, -0.5, 12, 1, -6, -0.4, 2.0, 0, -7, 1

(listing goes on)
Order of values: Ecoli viability, AddAB inh, PvdQ inh, DAGLB inhibitor, PfHsp90 yeast 2, CAL PDZ FP, phage Ecoli inh, Rtt109 HAT inh, Tat transport, Wnt act
CN(CC1COc2ccccc2O1)C(=S)Nc1ccccc1 (stereo unspecified)
    -1.8, -1.9, -11, 0, 16, -2.1, 2.8, -2, -3, 5
CCOc1cc(/C=N/n2nnnc2N)ccc1OCc1c(C)no[n+]1[O-]
    -0.5, 0.9, -3, 0, -26, 0.0, 3.3, -1, -5, .
CCC(=O)N1CCc2cc(Br)cc(S(=O)(=O)NCCCN(C)Cc3ccccc3)c21
    0.2, 0.1, 4, -3, -6, -2.7, 0.1, 3, 0, -1
COc1ccc(C(=O)NCc2nnc(SCC(=O)Nc3ccccc3F)o2)cc1
    -0.3, 2.6, -15, 1, ., -1.0, 3.4, 10, -4, 0
COc1ccc(N2CCN(C(=O)c3ccc(CNS(=O)(=O)c4cc(C)ccc4C)cc3)CC2)cc1
    ., ., -11, 1, -1, -1.4, 0.4, 1, 5, 1
Cc1cc(-c2ccccc2)n(-c2ccc(C(N)=O)cc2)n1
    2.0, 1.8, 16, 0, 11, -0.1, 3.6, -9, 0, 1
O=C1CN(C(=O)c2cccc(Br)c2)c2ccccc2N1
    0.6, 2.3, -8, 0, 9, -2.7, 1.8, 6, -4, -3
O=C(CCOc1ccccc1)Nc1ccnn1C1CCN(Cc2ccc(F)cc2)CC1
    -1.0, -1.6, -6, 2, 5, -0.3, 1.3, -2, 15, -1
COCc1c(C(=O)Nc2nc(C)cs2)oc2ccccc12
    3.4, 6.3, -1, -3, -13, -0.7, 1.2, -1, -3, 7
C=CC#CC1(O)CC(C)[N+](C)(C)CC1C (stereo unspecified)
    0.0, -2.7, -4, 2, 16, 0.1, 1.7, -10, -17, 0
CSC[C@H](NC(=O)COc1cc2c(c3oc(=O)cc(C)c13)CCC(C)(C)O2)C(=O)O
    2.3, 0.8, -20, 1, -18, -0.4, -1.1, -7, -12, 0
COc1cccc(NC(=O)c2nnn(Cc3ccc(Br)cc3F)c2N)c1
    1.4, 0.6, -9, -2, -2, 0.2, 2.1, 9, -11, 11
Cc1ccc(C)c(CN2C(=O)COc3ccc(C(=O)c4ccccc4C(=O)O)cc32)c1
    -2.8, 0.6, -2, -1, -24, -0.7, 2.6, -8, 8, 0
NS(=O)(=O)c1ccc(CCNC(=O)CN2C(=O)c3ccccc3S2(=O)=O)cc1
    -1.7, 2.4, 0, 1, -12, -3.1, 1.3, 0, 1, 2
O=C(C[n+]1cc(-c2ccccc2)n2c1CCCCC2)c1ccc(Cl)cc1
    0.0, 2.9, -2, -1, -8, -3.3, 3.8, 2, -5, -6
CCOC(=O)c1c(C)[nH]c(C)c1C(=O)COC(=O)CCc1ccccc1
    1.2, 0.8, -10, -5, -5, -0.1, 2.6, -6, -6, 14
COc1ccccc1NC(=O)c1ccc(CN(c2cc(Cl)ccc2C)S(=O)(=O)c2ccccc2)cc1
    -1.3, 2.3, 2, 0, -11, 0.0, 2.2, -19, -2, -1
Nn1c(SC/C=C/c2ccccc2)nnc1-c1ccco1
    1.7, 1.8, -20, -1, 9, -0.7, 3.0, 3, -4, .
COC(=O)c1cccc(Cn2nnc3ccccc3c2=O)c1
    0.9, 3.4, 0, -2, -18, -1.1, 1.4, 2, 4, .
CCOC(=O)Cc1csc(NC(=O)CSc2ncnc3c2cnn3-c2ccccc2Cl)n1
    ., ., -4, -3, -23, -1.7, 2.5, -1, 2, .
CCOC(=O)c1c(-c2ccccc2)csc1NC(=S)NC
    -1.4, -0.7, -4, 0, 15, -5.1, 2.2, 4, -2, 1
O=S(=O)(c1ccc(NC(=S)NCc2ccco2)cc1)N1CCCCC1
    -0.4, -0.6, -8, -1, 14, 0.4, 0.0, -8, 0, 7
COc1cccc(C(=O)Nc2cc(S(=O)(=O)N3CCOCC3)ccc2N2CCOCC2)c1
    ., ., 8, -1, -7, -1.5, 1.6, 9, -2, -5
COc1ccc(OC)c(NC(=O)CSc2nnnn2C)c1
    -0.4, 2.4, -8, 1, 27, 0.1, 1.6, -5, -6, 2

Shown tab-delimited: part of the list above
mol	Ecoli viability	AddAB inh	PvdQ inh	DAGLB inhibitor	PfHsp90 yeast 2	CAL PDZ FP	phage Ecoli inh	Rtt109 HAT inh	Tat transport	Wnt act
Cc1ccc(C)c(CN2C(=O)COc3ccc(C(=O)c4ccccc4C(=O)O)cc32)c1	-2.8	0.6	-2	-1	-24	-0.7	2.6	-8	8	0
NS(=O)(=O)c1ccc(CCNC(=O)CN2C(=O)c3ccccc3S2(=O)=O)cc1	-1.7	2.4	0	1	-12	-3.1	1.3	0	1	2

No enrichment for hits; 1.9% or so of the library scored in one or more.
